TIM10 inh = TIM10 yeast growth inhibition | S. cerevisiae TIM10 strain growth, BacTiter-Glo luminescence, 24 h | hit rate 1.4% among 330,000 | inhibition, % at 10 µM;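 active = inhibition of 40% or more at the single tested concentration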;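 also: wild-type TIM10 isogenic control strain grown at permissive 25 °C; 0% = DMSO yeast wells and 100% = minimal medium wells without yeast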
XBP1 UPR activ = adaptive UPR (XBP1) activation; CHO-XBP1 luciferase reporter, IRE1-XBP1 UPR activation, luminescence; percent of tunicamycin response, DMSO as zero; activation, % at 20 µM; hit rate 0.33% among 330,000; AID 463104;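 active = versus positive control, 20 µM dose yields 30% or more activation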;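 also: 100% = tunicamycin at 10 µg/mL and 0% = DMSO only wells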
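Material – CHO cell line with stable XBP1 luciferase reporter · Buffer or medium – F12 plus 10% FBS · Compound – single point, 20 µM final compound, 1% DMSO · Schedule – 16-18 h cell attachment at 37 °C, then 6 h compound exposure · Signal – Steady-Glo luminescence read · Benchmarks – high control tunicamycin 10 µg/mL final, low control DMSO vehicle only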
tim23-1 inh = tim23-1 yeast growth inhibition. S. cerevisiae tim23-1 growth, BacTiter-Glo luminescence, 24 h. inhibition, % at 20 µM. hit rate 1.3% among 330,000. AID 463212;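 active = growth inhibition of the mutant yeast at or above 50%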;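 also: temperature-sensitive mutant grown at 25 °C; plate controls were DMSO-treated mutant yeast for no effect and medium wells lacking yeast for full effect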
UPR CHOP act = apoptotic UPR (CHOP) activation; hit rate 0.34% among 330,000; activation, % at 10 µM; CHO-CHOP luciferase reporter, luminescence; percent of tunicamycin response over DMSO baseline;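 active = at 10 µM dose, activation of 40% or more, normalized to positive control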;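 also: 100% = tunicamycin at 10 µg/mL and 0% = DMSO alone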
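Material: CHO-CHOP cells, stable luciferase reporter of PERK-eIF2a-CHOP signalling; quantity: 500 reporter cells seeded per well; buffer or medium: F12 medium containing 10% fetal bovine serum; compound: one dose, 10 µM in 0.5% DMSO; incubation: 6 h compound treatment, 37 °C; measured by: Steady-Glo luciferase luminescence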
697 NFkB inh = lowers PMA/ionomycin-induced NF-kB signal in 697 B cells; 697 B-cell NF-kB luciferase reporter, 16 h; inhibition, % at 4 µM; hit rate 0.33% among 330,000; in the data active = inhibition above about 35%
Jurkat NFkB inh = lowers PMA/ionomycin-induced NF-kB signal in Jurkat cells | inhibition, % at 4 µM | PMA/ionomycin-induced NF-kB luciferase reporter, luminescence | hit rate 0.53% among 330,000; in the data active = inhibition above about 50%
Mdm2 MdmX PPI = human Mdm2/MdmX binding inhibition; O15151+Q00987; hit rate 3% among 330,000; SaOS-2 split-luciferase Mdm2/MdmX complementation, luminescence; inhibition, % at 8 µM;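 active = inhibition of at least 50% at 8 µM in the primary screen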
Target sequence (O15151 whole entry, looked up): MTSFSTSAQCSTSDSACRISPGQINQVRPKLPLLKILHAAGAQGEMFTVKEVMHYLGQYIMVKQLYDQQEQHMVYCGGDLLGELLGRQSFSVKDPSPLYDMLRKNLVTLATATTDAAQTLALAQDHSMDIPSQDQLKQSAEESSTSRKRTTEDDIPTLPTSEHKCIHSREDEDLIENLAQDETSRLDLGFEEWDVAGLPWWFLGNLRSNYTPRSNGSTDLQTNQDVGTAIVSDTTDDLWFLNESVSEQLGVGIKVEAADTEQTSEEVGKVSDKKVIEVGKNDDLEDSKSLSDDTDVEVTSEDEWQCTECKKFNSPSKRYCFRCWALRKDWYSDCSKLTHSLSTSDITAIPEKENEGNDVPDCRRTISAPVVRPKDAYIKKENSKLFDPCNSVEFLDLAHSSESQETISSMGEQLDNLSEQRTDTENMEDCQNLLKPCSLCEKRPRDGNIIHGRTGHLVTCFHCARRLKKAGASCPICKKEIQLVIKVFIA
Target sequence (Q00987 whole entry, looked up): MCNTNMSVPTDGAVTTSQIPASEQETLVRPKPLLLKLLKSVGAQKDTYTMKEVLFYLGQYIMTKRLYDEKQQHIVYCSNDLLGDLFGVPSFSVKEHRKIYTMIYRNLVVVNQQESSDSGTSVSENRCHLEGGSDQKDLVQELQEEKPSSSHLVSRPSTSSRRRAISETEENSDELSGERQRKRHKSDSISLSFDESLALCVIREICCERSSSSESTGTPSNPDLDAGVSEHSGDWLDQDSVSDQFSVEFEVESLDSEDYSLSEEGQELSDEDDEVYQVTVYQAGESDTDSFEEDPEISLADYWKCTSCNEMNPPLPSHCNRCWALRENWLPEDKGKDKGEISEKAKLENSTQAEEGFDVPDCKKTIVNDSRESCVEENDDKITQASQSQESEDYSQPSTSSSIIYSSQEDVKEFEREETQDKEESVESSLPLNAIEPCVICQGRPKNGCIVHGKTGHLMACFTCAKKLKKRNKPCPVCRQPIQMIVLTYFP
tim10-1 inh = inhibits growth of tim10-1 mutant yeast; AID 463190; hit rate 2.2% among 330,000; inhibition, % at 20 µM; S. cerevisiae tim10-1 ts strain growth, BacTiter-Glo, 24 h;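 active = inhibition of at least 40%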;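 also: mutant grown at 25 °C; 0% = DMSO wells with yeast and 100% = wells holding no yeast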
Active calls of the source: *.

Second line of a record – 697 NFkB inh	UPR CHOP act	TIM10 inh	tim10-1 inh	tim23-1 inh	Jurkat NFkB inh	Mdm2 MdmX PPI	XBP1 UPR activ
- O=C(CNc1ccccc1)N/N=C/c1ccc([N+](=O)[O-])cc1
    -10	-0.3	4	8	1	12	4	4
- C=CC(COCc1ccccc1)N(Cc1ccc(OC)cc1)S(=O)(=O)c1ccccc1Br (stereo unspecified)
    9	0.8	-6	-9	9	5	6	-4
- CC(=O)c1ccccc1OCCOc1ccccc1C(C)=O
    -15	1.0	-7	8	28	-2	-16	-6
- NS(=O)(=O)c1ccc(CCNC(=O)CN2C(=O)NC(c3ccccc3)(c3ccccc3)C2=O)cc1
    17	1.4	-8	-10	11	-3	1	-1
- Clc1ccccc1/C=N/c1cc(-c2ccccc2)nn1-c1ccccc1
    -70	2.0	19	12	17	-22	-10	-1
- Cc1ccccc1C(=O)Nc1cc(NC(=O)c2ccccc2C)cc(C(=O)O)c1
    5	-0.3	0	1	11	-5	4	-5
- Oc1ccccc1CNn1cnnc1
    17	0.6	4	6	-3	-1	20	-1
- O=C(CCC1CCCN(C(=O)C2=CCCC2)C1)N1CCN(c2ccccn2)CC1 (stereo unspecified)
    8	0.4	18	4	10	11	-26	-3
- CC1Cc2ccccc2N1C(=O)CNc1cccc(S(=O)(=O)N2CCCC2)c1 (stereo unspecified)
    10	3.3	-7	9	17	-5	-1	-5
- CC(C)OCc1c(C(=O)Nc2nccs2)oc2ccccc12
    4	0.3	24	27	30	-13	13	0
- Cc1n[nH]c(C)c1Sc1ccccc1N=Cc1cc([N+](=O)[O-])ccc1O
    4	-1.5	24	15	32	2	10	0
- CCCCCNS(=O)(=O)c1cc(C)ccc1OC
    4	-1.3	-24	14	5	4	-10	1
- Cc1csc(NC(=O)C2COc3ccccc3O2)n1 (stereo unspecified)
    -53	-1.2	7	8	15	-117	-20	-5
- Cc1cc(C(=O)COC(=O)c2ccccc2O)c(C)n1CC1CCCO1 (stereo unspecified)
    52*	-9.3	18	17	42	74*	94*	-9
- O=C(NC(=S)Nc1ccc(N2CCCCC2)cc1)c1ccco1
    -149	3.8	21	36	38	-114	-78	7
- COc1ccc(CNS(=O)(=O)c2csc(C(N)=O)c2)cc1OC
    -11	1.0	-6	-10	-10	0	-12	1
- Cc1ccc(S(=O)(=O)NCCC(=O)N2CCN(S(=O)(=O)c3ccccc3)CC2)cc1C
    17	2.2	0	-17	-6	10	12	-3
- COc1ccc(Cl)c(Cn2c(NCC(C)O)nc3c2c(=O)n(C)c(=O)n3C)c1 (stereo unspecified)
    1	-3.2	-3	-16	-1	5	20	-9
- O=C(CN1CCN(c2ccc(O)cc2)CC1)NC1CCCc2ccccc21 (stereo unspecified)
    6	-1.3	9	12	-2	4	1	-2
- Cn1nnnc1SCC(=O)NNC(=O)c1ccc(Cl)cc1
    3	2.4	0	3	-2	5	10	-2
- Cc1c(C(=O)N2CCN(S(=O)(=O)c3ccccc3F)CC2)oc2c(Cl)cccc12
    9	-0.3	27	28	43	-3	33	2
- COc1ccc2ccccc2c1CNCc1ccccn1
    -15	2.7	-14	4	-7	-29	-25	1
- CC1=C(C(=O)O)N2C(=O)C(NC(=O)c3ccc(F)cc3)C2SC1 (stereo unspecified)
    15	-0.2	1	8	9	7	1	-4
- C/C(=N\NS(=O)(=O)c1ccc(C)cc1)c1ccc(C)o1
    -18	-0.2	0	10	4	-4	-30	-4
- Cc1ccc(C(=O)c2cc(C)sc2N)cc1
    -36	-0.3	21	30	17	-20	-6	6
- Cc1ccccc1C(=O)N1CCC(C(=O)NC2CCCCC2)CC1
    2	-1.6	-16	5	-1	-23	-15	1
- COC(=O)c1cc2c(N)c(C(=O)c3ccc(Cl)cc3)sc2nc1C(OC)OC
    2	3.2	0	11	26	10	0	1
- C=CC(=O)Nc1ccc(CN2C(=O)N(c3c(Cl)c(OC)cc(OC)c3Cl)Cc3cnc(NCCCCN(CC)CC)nc32)cc1
    18	-0.3	9	-11	7	33	71*	2
- C=CC(=O)NC1CC2CCC1(C)C2(C)C (stereo unspecified)
    -8	-2.8	11	1	11	-6	-10	-4
- CC(=O)c1cccc(NC(=O)C(OC(=O)/C=C/c2ccc3c(c2)OCO3)c2ccccc2)c1 (stereo unspecified)
    -8	0.2	15	10	19	-32	5	4

(further entries)
Second line of a record – 697 NFkB inh	UPR CHOP act	TIM10 inh	tim10-1 inh	tim23-1 inh	Jurkat NFkB inh	Mdm2 MdmX PPI	XBP1 UPR activ
- O=C(CSc1nc2[nH]ncc2c(=O)n1-c1ccccc1)N1CCCc2ccccc21
    -10	0.0	-3	22	27	-7	-21	3
- O=C(NCc1cccnc1)C1c2ccccc2C(=O)N1C1CCCC1 (stereo unspecified)
    2	-1.3	4	13	5	-5	25	-1
- COc1ccc(CCNC(=O)CSc2nnc(NC(C)=O)s2)cc1OC
    6	-2.2	5	7	10	3	-18	-4
- CN1c2ccc(Cl)cc2C(=O)NC1c1ccc([N+](=O)[O-])s1 (stereo unspecified)
    14	-0.3	26	12	22	8	22	-4
- Cn1c(C(=O)NCCCN2CCN(c3cccc(Cl)c3)CC2)cc2c(=O)n(C)c3ccccc3c21
    4	1.1	10	-30	4	-5	77*	4
- Cc1ccc2[nH]c(-c3cccc(F)c3)cc(=O)c2c1
    -68	4.2	-4	-23	-7	52*	58*	11
- CCOC(=O)c1ccc(NC(=O)CSc2nc(C)nc3c2c(=O)n(C)c(=O)n3C)cc1
    -3	1.2	12	11	8	-2	6	1
- O=C(c1ccc2c(c1)OCO2)C1CCCN(C(=O)NCc2ccccc2)C1 (stereo unspecified)
    8	0.3	-4	-1	-11	11	29	-1
- Cc1c(NC(=O)c2cc(C(C)C)on2)c(=O)n(-c2ccccc2)n1C
    7	-1.7	4	10	-2	10	-12	2
- CCOC(=O)c1cnn(-c2ccccc2)c1NC(=O)C(F)(F)C(F)(F)C(F)(F)F
    16	2.4	-3	15	15	1	-2	0
- COc1ccc(C2/C(=C(\O)c3ccc4c(c3)OCCO4)C(=O)C(=O)N2CCCn2ccnc2)cc1 (stereo unspecified)
    -22	1.5	9	13	20	-2	26	1
- O=C(CN1C(=O)NC2(CCOc3ccccc32)C1=O)c1ccc[nH]1 (stereo unspecified)
    3	-1.1	-3	0	-4	15	3	-4
- Cc1ccc(/C=C/C(=O)OCC(=O)NCc2ccccc2)o1
    14	0.9	-12	-9	3	6	-3	0
- CC1CCCCN1C(=O)c1ccccc1NC(=O)c1ccco1 (stereo unspecified)
    24	1.2	7	15	10	-10	16	-2
- COc1ccc(OCC(=O)N/N=C2\CCCCc3ccccc32)cc1
    5	0.7	18	35	32	1	33	-1
- COCc1cc(C)n(CC(=O)Nc2ccc(N3CCOCC3)c(Cl)c2)c(=O)c1C#N
    5	4.8	-3	-5	-7	8	12	2
- O=C(N/N=C/c1ccc(-c2ccc([N+](=O)[O-])cc2)o1)c1cccnc1
    4	1.1	2	-7	-3	-3	21	-1
- COc1cc(C(=O)NCCNc2nc3cc(C)ccc3cc2C#N)cc(OC)c1OC
    -5	0.4	3	4	11	-5	1	2
- O=C(CCl)c1ccc2c(c1)CCN2C(=O)C1CCCCC1
    13	-7.0	76*	62*	35	13	97*	-8
- CCN(c1ccccc1)S(=O)(=O)c1ccc(OC)c(NS(=O)(=O)c2cccs2)c1
    -5	-1.8	12	28	25	-11	20	-2
- Cc1cc(C)n(-c2ccc(C(=O)OCC(=O)Nc3ccc(S(=O)(=O)N4CCCCC4)cc3)cc2)n1
    -4	-2.1	-11	6	8	-13	-15	-3
- Cc1cc(OCC(O)CN(C)C(=O)C(C)Oc2ccccc2)ccc1Cl (stereo unspecified)
    -12	1.2	-1	11	25	8	-6	0
- CC(=O)Nc1cccc(C(=O)Oc2cccc(C)c2)c1O
    5	-1.8	-4	16	6	-1	6	0
- COCCNC(=O)NC(=O)COC(=O)Cc1ccc2c(c1)OCCO2
    15	-0.7	1	10	13	-4	-21	-2
- Cc1ccc(C)c(NC(=S)NC(C)C(c2ccccc2)N2CCN(C)CC2)c1 (stereo unspecified)
    13	-0.4	-6	1	22	-8	36	1
- O=C(NCCS(=O)(=O)NC1CCCC1)c1ccccc1
    1	-1.7	0	16	2	-10	1	0
- O=C1C(=O)N(Cc2cccnc2)C(c2ccccn2)/C1=C(/O)c1ccc(F)cc1 (stereo unspecified)
    11	-1.2	-11	16	-2	-10	-2	0
- COc1ccc(-n2c(=O)c3c4c(sc3n3c(=S)[nH]nc23)CCCC4)cc1
    14	-2.3	48*	40	30	18	8	3
- O=C(CSc1cn[nH]n1)Nc1ccccc1C(F)(F)F
    10	-0.5	-14	11	16	2	-12	-2
- COc1ccc(S(=O)(=O)N2CCOCC2)cc1NC(=O)COc1ccccc1
    13	0.3	28	11	11	15	12	-3

Remaining list, next part.
Second line of a record – 697 NFkB inh	UPR CHOP act	TIM10 inh	tim10-1 inh	tim23-1 inh	Jurkat NFkB inh	Mdm2 MdmX PPI	XBP1 UPR activ
- O=C(CCCCn1c(=O)c2ccccc2n(CC(=O)Nc2ccccc2)c1=O)NCc1ccco1
    20	1.2	3	4	3	3	19	-4
- CN(C)S(=O)(=O)c1cc(NC(=O)COC(=O)CCc2ccccc2)ccc1Cl
    5	-1.5	9	2	4	7	21	3
- CC(C)Oc1ccc(C(=O)Nc2ccc(N3CCCCC3)cc2)cc1
    -37	5.5	11	5	7	-8	12	-2
- CC(=O)Oc1cc2c(C(=O)NCCCN3CCOCC3)c(C)oc2c2ccccc12
    3	7.3	8	5	13	-5	51*	-2
- Cc1nn(C2CCCCC2)c(N)c1-c1ccccc1
    -17	0.2	-3	-4	9	-16	3	-4
- CCCC(=O)NC(c1ccc(C(C)C)cc1)c1ccc2cccnc2c1O (stereo unspecified)
    -33	1.7	-23	-17	57*	60*	80*	-2
- O=C(NC1CCCCC1)C1CCC(=O)N(Cc2cccc(C(F)(F)F)c2)C1 (stereo unspecified)
    2	2.8	16	2	-1	-12	10	-1
- CN1CCCN(C(=O)c2ccccc2Cl)CC1
    -1	1.5	-6	-3	-12	-9	17	-4
- COc1ccc(/C=N/Nc2nnc(C)n2N)cc1OC(C)=O
    19	-1.9	15	19	12	-6	6	5
- O=C(Cc1ccccc1)Nc1ccc(NC(=O)c2cccs2)cc1Cl
    -28	-0.1	9	0	19	-39	-2	1
- COc1ccc(CCNC(=O)CN(Cc2ccc(Cl)cc2)S(C)(=O)=O)cc1OC
    7	0.4	-7	2	10	9	13	-5
- Cc1ccsc1/C=N/NC(=O)CSCc1ccc(Cl)cc1
    -9	-2.6	-9	6	22	1	12	-5
- NC(=O)[C@@H]1CCCN1Cc1nc(Cc2ccccc2Cl)no1
    8	2.0	-4	7	18	5	8	-2
- OCC[C@H]1C[C@H](O)[C@@H](O)[C@]2(CCCc3ccccc3O2)O1
    12	-2.9	-1	1	-6	-3	11	2
- COc1cc(/C=N/NC(=O)c2ccc(CSc3nncn3C)cc2)ccc1OCC(=O)N1CC(C)OC(C)C1 (stereo unspecified)
    12	0.8	5	0	-4	-3	-2	-2

A run of entries from the list above, for reference:
Second line of a record – 697 NFkB inh	UPR CHOP act	TIM10 inh	tim10-1 inh	tim23-1 inh	Jurkat NFkB inh	Mdm2 MdmX PPI	XBP1 UPR activ
- O=C(CNc1ccccc1)N/N=C/c1ccc([N+](=O)[O-])cc1
    -10	-0.3	4	8	1	12	4	4
- C=CC(COCc1ccccc1)N(Cc1ccc(OC)cc1)S(=O)(=O)c1ccccc1Br (stereo unspecified)
    9	0.8	-6	-9	9	5	6	-4
- CC(=O)c1ccccc1OCCOc1ccccc1C(C)=O
    -15	1.0	-7	8	28	-2	-16	-6
- NS(=O)(=O)c1ccc(CCNC(=O)CN2C(=O)NC(c3ccccc3)(c3ccccc3)C2=O)cc1
    17	1.4	-8	-10	11	-3	1	-1
- Clc1ccccc1/C=N/c1cc(-c2ccccc2)nn1-c1ccccc1
    -70	2.0	19	12	17	-22	-10	-1
- Cc1ccccc1C(=O)Nc1cc(NC(=O)c2ccccc2C)cc(C(=O)O)c1
    5	-0.3	0	1	11	-5	4	-5

Assay outcomes (PubChem)
